Screens from PubChem.
mIAP block: inhibitors of mouse IAP, primary screen, biochemical, luminescence, uHTS | purified mouse IAP, CDP-Star luminescence, 30 min | inhibition, % at 10 µM | hit rate 0.2% among 330,000 | AID 2806, 2010;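 active means inhibition of at least 40% at 10 µM in the primary screen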;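 further: plate controls were DMSO with enzyme for no effect and no enzyme wells for full effect; values of inactives mirror those of a sister screen read the other way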
APOBEC3A inh: APOBEC3A ssDNA deaminase inhibitors, primary screen, selectivity assay for APOBEC3G inhibitor project, biochemical, FAM/TAMRA oligo cleavage fluorescence. recombinant A3A, FAM/TAMRA ssDNA deamination fluorescence. hit rate 0.41% among 330,000. AID 493011, 2011. inhibition, % at 20 µM. DNA dC->dU-editing enzyme APOBEC-3A (Homo sapiens), P31941;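 active means at least 40% inhibition at 20 µM here, with at most 30% in a related deaminase screen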;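 further: plate controls were A3A with DMSO for no effect and wells lacking A3A enzyme for full effect; some results filed as inactive read as strong as hits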
Target sequence (P31941 whole entry, looked up): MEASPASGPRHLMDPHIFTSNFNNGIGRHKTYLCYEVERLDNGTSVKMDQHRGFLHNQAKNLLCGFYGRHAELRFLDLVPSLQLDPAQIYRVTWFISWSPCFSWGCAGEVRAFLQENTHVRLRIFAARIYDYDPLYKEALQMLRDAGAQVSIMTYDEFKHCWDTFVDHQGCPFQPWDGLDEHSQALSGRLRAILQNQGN
hIAP block: human IAP inhibitors, primary screen, biochemical, luminescence, uHTS; Intestinal-type alkaline phosphatase (Homo sapiens), P09923; purified IAP, CDP-Star luminescence, 30 min; inhibition, % at 10 µM; hit rate 0.12% among 330,000;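 active means inhibition reaching a set limit with compound at 10 µM in the primary screen, cut at about 35% in these data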;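 further: plate controls were DMSO wells with enzyme for no effect and no-enzyme buffer wells for full effect; values of inactives mirror those of a sister screen read the other way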
Target sequence (P09923 whole entry, looked up): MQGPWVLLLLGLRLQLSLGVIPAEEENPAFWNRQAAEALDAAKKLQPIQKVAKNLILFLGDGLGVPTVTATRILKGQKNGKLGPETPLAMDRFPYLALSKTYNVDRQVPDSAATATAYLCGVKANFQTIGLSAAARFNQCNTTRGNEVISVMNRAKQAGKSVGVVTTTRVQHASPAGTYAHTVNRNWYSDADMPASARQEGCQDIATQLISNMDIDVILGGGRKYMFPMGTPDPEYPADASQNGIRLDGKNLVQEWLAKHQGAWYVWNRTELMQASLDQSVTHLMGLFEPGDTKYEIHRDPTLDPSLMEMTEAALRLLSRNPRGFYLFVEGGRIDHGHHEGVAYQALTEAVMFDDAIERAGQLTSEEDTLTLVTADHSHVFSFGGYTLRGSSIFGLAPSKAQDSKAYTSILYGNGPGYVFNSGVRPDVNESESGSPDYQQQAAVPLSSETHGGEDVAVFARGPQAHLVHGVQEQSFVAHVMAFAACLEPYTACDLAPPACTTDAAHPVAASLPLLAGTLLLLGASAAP
MIN6 prolif: inducers of MIN6 beta-cell proliferation, primary screen, ATP luminescence, uHTS. MIN6 cells proliferation, ATPlite luminescence, 48 h; cells starved in 0.2% serum; 100% = growth in 10% serum. hit rate 0.29% among 330,000. proliferation, % at 10 µM;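 active means compounds whose signal lies at least 3.5 SD above the mean of all wells on their plate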;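 further: 0% = DMSO-treated cells in low-serum medium and 100% = 10% serum control; some compounds called inactive have numbers as strong as hits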
mIAP act: activators of mouse IAP, primary screen, biochemical, luminescence, uHTS | AID 2805, 2010 | activation factor at 10 µM | hit rate 0.24% among 330,000 | muIAP, CDP-Star luminescence, 30 min; stronger effect = higher value; 1 = vehicle-only enzyme signal, 0 = enzyme-free wells;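 active means activation factor of at least 2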; further: the source names both 10 and 20 µM as test concentration; values of inactives mirror those of a sister screen read the other way
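System: Mouse IAP enzyme | Also added: CDP-Star substrate | Dosing: Compounds dispensed in DMSO | Schedule: 30 min enzyme-substrate-compound incubation at room temperature | Technique: Chemiluminescence readout | Control set: DMSO-only wells and no-enzyme negative control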
APOBEC3G inh: APOBEC3G DNA deaminase inhibitors, primary screen, biochemical, fluorescence, single-stranded DNA substrate, uHTS; DNA dC->dU-editing enzyme APOBEC-3G (Homo sapiens), Q9HC16; recombinant A3G, ssDNA deamination FAM/TAMRA fluorescence; inhibition, % at 20 µM; hit rate 0.28% among 330,000; AID 493012, 2011;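 active means inhibition of at least 40% at 20 µM, with no more than 30% in the related APOBEC3A deaminase screen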;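 further: plate controls were DMSO wells with A3G for no effect and wells lacking A3G enzyme for full effect; some compounds called inactive have numbers as strong as hits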
hIAP activ: human IAP activators, primary screen, biochemical, luminescence, uHTS; purified human IAP, CDP-Star luminescence, 30 min; stronger effect = higher value; 1 = vehicle-only enzyme, 0 = enzyme-free background; AID 2524, 2010; activation factor at 10 µM; hit rate 0.16% among 330,000;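 active means activation factor of the enzyme at least 2-fold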; further: the source names both 10 and 20 µM as test concentration; values of inactives mirror those of a sister screen read the other way
SENP1 FRET inh: human SENP1 catalytic domain inhibitors, primary screen, biochemical, FRET, uHTS; recombinant SENP1 catalytic domain, CyPet-SUMO1-YPet FRET cleavage; inhibition, % at 10 µM; hit rate 0.21% among 360,000; AID 624204, 2012;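 active means inhibition at least 30% at 10 µM, raw YFP signal under a set limit, fluorescence ratio 0.5 to 1.5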;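 further: 0% = enzyme with DMSO and 100% = no enzyme wells; some results filed as inactive read as strong as hits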
Target sequence (Q9P0U3 419-644 limits assumed): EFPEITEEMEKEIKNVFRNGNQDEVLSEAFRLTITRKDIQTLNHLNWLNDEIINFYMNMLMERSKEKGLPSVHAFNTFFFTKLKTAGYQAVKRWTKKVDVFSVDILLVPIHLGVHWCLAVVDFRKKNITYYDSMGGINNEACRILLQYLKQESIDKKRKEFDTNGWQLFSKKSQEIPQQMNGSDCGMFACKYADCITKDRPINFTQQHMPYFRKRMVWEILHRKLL
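system = hSENP1 catalytic domain, recombinant | reagent = SFCypet-SUMO1-SFYpet substrate at 25 nM | doses = one dose per compound, 10 µM, 0.5% DMSO | incubation = enzyme reaction for 50 min at room temperature, dark | measured by = FRET, CFP and YFP emission | controls = no-enzyme low, enzyme-DMSO high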
NALP3 yeast inh: NALP3 inflammasome inhibitors in reconstituted yeast, primary screen, luminescence, uHTS; Yeast reconstituted NLRP3/ASC/caspase-1, beta-gal luminescence, 24 h; inhibition, % at 10 µM; hit rate 0.39% among 330,000;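 active means inhibition of 50% or more; inactive means inhibition below 50%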;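 further: plate controls were induced DMSO wells for no effect and uninduced yeast grown without galactose for full effect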
* = called active by the depositor; · = not tested or not shown. Only part of the results is shown; count on the stated rates, not on these rows.

SMILES	mIAP block	APOBEC3A inh	hIAP block	MIN6 prolif	mIAP act	APOBEC3G inh	hIAP activ	SENP1 FRET inh	NALP3 yeast inh
Cn1nc(-c2ccccc2F)c2cc(C(=O)Nc3ccc4c(c3)OCCO4)sc21	0.8	-0.9	-1.3	-5.4	0.992	-3.9	1.01	2.2	16.4
COc1ccc(S(=O)(=O)N2CCCCCC2)cc1NC(=O)Cc1n[nH]c(=O)c2ccccc12	4.4	0.2	10.4	5.6	0.956	-8.2	0.896	1.9	5.1
COc1ccc(-c2cc(C(=O)O)[nH]n2)cc1OC	-0.8	1.7	3.8	0.3	1.01	2.5	0.962	0.5	5.4
O=C(CC1C[C@H](C(=O)N2CCCCC2)[C@@]2(CCc3ccccc3)c3[nH]c4ccccc4c3CCN2C1=O)NCCC1=CCCCC1 (stereo not given in full)	-41.5	-0.2	7.1	-5.0	1.42	-1.2	0.929	-0.4	12.9
CCN1CCN(c2cc(C)c3cc(NC(=O)c4cccc(OC)c4)ccc3n2)CC1	-4.1	-0.2	-3.8	-0.2	1.04	-3.4	1.04	-2.6	7.5
O=[N+]([O-])c1ccc(OCCCCN2CCCCC2)cc1	-7.7	5.4	12.2	1.0	1.08	-1.3	0.878	1.8	7.9
CC1=C(C(=O)Nc2ccccc2C(=O)NC2CCC(C)CC2)SCCO1 (stereo not given)	0.7	-0.6	-8.7	-3.1	0.993	2.0	1.09	2.3	14.1
COc1ccc(S(=O)(=O)N2CCN(CC(=O)Nc3cc(OC)cc(OC)c3)CC2)cc1	-10.7	-3.1	-5.8	-0.4	1.11	-6.3	1.06	1.3	8.9
CCc1oc2ccccc2c1C(=O)c1cc(Br)c(O)c(Br)c1	12.1	-1.2	3.7	-7.7	0.879	-5.1	0.963	1.0	-20.5
COc1ccc(C(=O)C2CCCN(C(=O)C3=CCCC3)C2)cc1OC (stereo not given)	-9.3	-0.4	-0.8	-1.0	1.09	-5.8	1.01	1.9	20.6
COc1ccc(OC)c(NC(=O)CSc2nnc(Cc3cccn3C)n2-c2ccc(F)cc2)c1	14.6	-5.9	10.5	-0.8	0.854	-0.8	0.895	-0.8	-14.2
O=C(NCc1cccs1)c1ccc(CS(=O)Cc2ccccc2Cl)o1 (stereo not given)	4.4	-2.3	28.6	5.9	0.956	-2.3	0.714	0.7	-1.1
COc1ccc(OCC(=O)Nc2cc(S(=O)(=O)N3CCCC3)ccc2OCC(F)(F)F)cc1	3.5	-4.7	-18.0	0.7	0.965	-11.8	1.18	0.9	1.5
Cc1cccc(Nc2nnc(SCC(=O)Nc3cccc(S(=O)(=O)N4CCCCC4)c3)s2)c1	-13.2	-1.0	-6.7	0.0	1.13	-3.6	1.07	-1.8	20.8
O=C(c1cccc(C(F)(F)F)c1)C1CCCN(Cc2cccn2-c2ccccn2)C1 (stereo not given)	3.2	0.9	-3.8	-5.0	0.968	0.2	1.04	-3.8	14.9
OC1=C(O)c2nc3cc(C(F)(F)F)ccc3nc21	-9.0	-1.7	8.7	-3.0	1.09	-6.7	0.913	-2.5	13.3
CCCC1=C/C(=C/c2ccc(-c3ccccc3OC)o2)C(=O)O1	12.2	2.5	25.8	-6.2	0.878	-0.2	0.742	-29.4	5.1
C=CCNC(=O)c1c(N)n(-c2cccc(S(N)(=O)=O)c2)c2nc3ccccc3nc12	11.2	1.7	-69.7	-0.8	0.888	-2.0	1.7	-18.6	13.3
COC(=O)c1c(-c2ccccc2)c[nH]c1C	-2.4	1.6	5.6	-0.6	1.02	-1.0	0.944	2.7	29.6
CCOc1cc(C2NC(=O)N(C)C(C)=C2[N+](=O)[O-])ccc1OC(C)=O (stereo not given)	2.3	-0.7	-5.6	2.7	0.977	-2.7	1.06	-7.8	-8.1
O=C(CSCc1ccccc1)NCc1ccc2c(c1)OCO2	2.9	1.2	2.6	-2.1	0.971	-2.5	0.974	-0.5	18.6
Cc1cc(C)n2nc(C(=O)OCCOc3cccc(Br)c3)nc2n1	5.8	-1.5	-7.3	-2.9	0.942	-2.8	1.07	-1.3	21.7
CN(C)S(=O)(=O)c1ccc(NC(=O)c2ccc3ncsc3c2)cc1	2.8	-3.7	-3.4	0.0	0.972	-7.1	1.03	·	0.2
CCCn1c(CCC(=O)O)ccc1-c1ccccc1	-2.4	0.7	-1.7	-0.7	1.02	-3.7	1.02	-8.7	7.0
CN1C(=S)SC(C)(C)C1N(O)C(=O)Nc1ccc(Cl)cc1 (stereo not given)	-13.5	0.8	5.4	-0.8	1.14	-2.9	0.946	1.8	-0.5
CCCCNS(=O)(=O)c1ccc(OC)c(C)c1	-8.1	0.1	-11.4	-2.5	1.08	-4.7	1.11	4.1	8.2
O=C(Nc1ccc(F)cc1F)c1c(C(F)(F)F)ccnc1Oc1ccccc1	12.7	-0.3	-1.8	-2.9	0.873	-5.8	1.02	0.8	13.0
COc1cccc(/C=N/Nc2ncc(C)c(=O)[nH]2)c1OC	-4.9	5.5	-11.4	-3.1	1.05	-1.9	1.11	1.4	16.2
Cn1c(CN2CCCC2)nc2cc(NC(=O)c3ccc(Cl)cc3)ccc21	9.0	1.4	8.0	2.3	0.91	-9.0	0.92	-33.5	11.8
CN(C)C(=S)NC1CCS(=O)(=O)C1 (stereo not given)	2.1	-6.5	-0.9	-2.6	0.979	-6.7	1.01	0.7	2.2
O=C(c1cccn(Cc2cccc(Cl)c2)c1=O)N1CCOCC1	-4.3	0.4	17.3	-1.3	1.04	-1.5	0.827	2.4	8.4
Cc1cc(C)cc(N(CCC#N)C(=O)COC(=O)C2CCN(c3ccc(C(F)(F)F)cn3)CC2)c1	8.3	-1.0	-17.6	-5.7	0.917	-8.0	1.18	0.4	7.3
COc1ccc(-n2nnnc2SCC(=O)Nc2c(C)n[nH]c2C)cc1	-7.7	7.7	-6.7	3.8	1.08	4.4	1.07	0.1	12.2
O=c1c2cn(Cc3ccc(F)cc3)c3ccccc3c-2nn1Cc1ccc(F)cc1	5.3	-2.2	5.8	-4.1	0.947	-9.6	0.942	5.8	2.3
N#Cc1ncc(Cc2ccccc2)nc1C#N	7.3	-1.5	-16.7	-5.0	0.927	-4.0	1.17	7.8	26.9
CCOCCCNC(=O)Cn1ncc2c(=O)oc3ccccc3c21	1.2	-2.5	12.9	-4.1	0.988	0.1	0.871	1.6	14.9
O=C(NCCCc1ccccc1)c1cccs1	-1.3	-3.2	-5.8	-4.3	1.01	-5.1	1.06	-1.3	13.8
O=C(NCc1cccs1)NC1CCCCC1	10.3	-1.8	-10.1	1.1	0.897	-5.2	1.1	2.9	11.7
Cc1cccc(C)c1NC(=O)C1C2C=CC(C2)C1C(=O)NCc1ccccn1 (stereo not given)	0.2	-6.2	-14.6	0.1	0.998	-7.0	1.15	1.7	-0.7
CC(C)CCNC(=O)COC(=O)c1cc(Br)c(Br)s1	8.2	2.2	7.7	-0.1	0.918	-1.3	0.923	1.3	-2.4
CCOc1ccccc1NC(=S)N1CCN(c2ccccc2)CC1	-1.6	-9.3	-31.6	-0.3	1.02	-2.2	1.32	1.8	17.5
O=C(Nc1ccc(F)cc1)c1ccccc1	2.6	2.2	0.2	-3.0	0.974	-0.7	0.998	1.3	30.0
Cc1ccc(-c2nnc(N)s2)cc1	-6.8	-6.1	4.6	-4.8	1.07	-6.1	0.954	1.3	16.8
C(=N\c1nc2ccccc2n1CCN1CCCCC1)/c1ccc2c(c1)OCO2	-3.5	-5.3	-1.5	-2.1	1.03	-10.3	1.01	0.7	-1.5
O=C1NC(=O)/C(=C\c2ccc(Br)o2)S1	25.0	55.3*	-6.4	-0.5	0.75	1.4	1.06	3.7	-8.5
CCOC(=O)c1cc2c(=O)n3ccccc3nc2n(CCCOC)c1=NC(=O)c1ccncc1	6.1	7.6	-8.3	-2.8	0.939	-3.2	1.08	-32.7	7.1
COc1ccc(-c2cc(-c3ccc(OC)cc3)[nH]n2)cc1	5.4	1.9	-7.5	-3.3	0.946	2.9	1.07	0.1	17.5
CCOC(=O)C1CCN(S(=O)(=O)CCNC(=O)c2ccc3c(c2)OCO3)CC1	-6.1	-4.1	-2.3	2.5	1.06	-5.1	1.02	0.7	15.1

Three structures from above, arranged by number of heavy atoms, smallest number first:
SMILES	mIAP block	APOBEC3A inh	hIAP block	MIN6 prolif	mIAP act	APOBEC3G inh	hIAP activ	SENP1 FRET inh	NALP3 yeast inh
CN(C)C(=S)NC1CCS(=O)(=O)C1 (stereo not given)	2.1	-6.5	-0.9	-2.6	0.979	-6.7	1.01	0.7	2.2
O=[N+]([O-])c1ccc(OCCCCN2CCCCC2)cc1	-7.7	5.4	12.2	1.0	1.08	-1.3	0.878	1.8	7.9
Cc1cccc(C)c1NC(=O)C1C2C=CC(C2)C1C(=O)NCc1ccccn1 (stereo not given)	0.2	-6.2	-14.6	0.1	0.998	-7.0	1.15	1.7	-0.7

Next entries.
SMILES	mIAP block	APOBEC3A inh	hIAP block	MIN6 prolif	mIAP act	APOBEC3G inh	hIAP activ	SENP1 FRET inh	NALP3 yeast inh
COc1ccc2[nH]c(C)c(CCN(Cc3cccs3)C(=S)Nc3ccccc3OC)c2c1	24.4	-5.5	-12.5	-5.5	0.756	-8.3	1.12	60.1	2.9
O=C(NC1CCCC1)c1nc2c(nnn2Cc2cccc(Cl)c2)c(=O)[nH]1	9.1	1.0	3.1	0.1	0.909	-4.8	0.969	-2.7	14.0
O=c1c2cc(NC(=S)NCc3ccccn3)ccc2nc2n1CCCCC2	-1.1	-1.6	-15.1	0.6	1.01	-2.7	1.15	-1.8	13.0
COc1ccc2[nH]c3c(c2c1)CCN1C(=O)N([C@@H](C)C(=O)NC2CCCC2)C(=O)[C@]31C	8.9	-3.0	14.3	-1.0	0.911	-4.0	0.857	-6.2	20.7
O=C(NC1CCCCC1)c1n[nH]c2c1CCCCC2	-13.0	1.4	-38.8	-7.2	1.13	26.5	1.39	1.7	11.8
O=C(CCC1CCCCC1)Nc1ccccc1O	-5.1	0.7	-2.9	-3.9	1.05	8.5	1.03	0.4	22.7
O=C(COC(=O)c1ccc2ccccc2n1)Nc1ccccc1Br	4.1	-0.9	2.0	3.6	0.959	-4.1	0.98	16.5	10.2
CC1=NN(C(C#N)c2ccc(F)cc2)C(c2ccccc2)C1 (stereo not given)	-10.4	1.1	12.1	-3.0	1.1	-0.5	0.879	0.9	12.9
COc1ccc(NS(=O)(=O)c2cccc(C(=O)N/N=C(\C)c3ccc(-n4ccnc4)cc3)c2)cc1	3.6	-0.4	2.1	-1.0	0.964	-2.7	0.979	2.4	-2.5
